KCNH2 3.1 block – KCNH2 3.1 (human) potassium channel inhibition. AID 720553. activity change, % (tested at about 1.8 µM). hit rate 0.95% among 340,000. U2OS KCNH2 3.1, thallium flux FluxOr; stronger effect = lower value;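 active means maximum activity change below -70%; inconclusive means maximum activity change from -70% to -50%; inactive means maximum activity change above -50%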;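 further: thallium influx rate constant from kinetic fluorescence after stimulation buffer; on the % scale 0 is the no-effect control and ±100 the full control effect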
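Virally transduced U2OS (3.1 isoform, 4 h infection in dark at RT) → overnight 37 C → FluxOr + Red40 in HBSS/HEPES, 45 min → stimulation buffer, 2 min kinetic read → rate constant vs DMSO controls.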
Menin MLL FP TR – displaces Texas Red mutant MLL peptide from human menin. hit rate 0.23% among 270,000. AID 1768. Menin + Texas Red MLL mutant peptide, fluorescence polarization. O00255. Potency, µM (series often up to 61.6 µM), for inactives: top-dose FP activity change, negative = inhibition, actives largely listed as inhibitors; active means well fitted inhibition curve with a large enough effect in the polarisation, with a control signal flat, not every such curve was filed as active; inconclusive means small, poorly fitted or top-dose-only effect, or effect the other way, or a change in a side signal; inactive means no such curve, though single readings can be large or run the other way; the % refers to the polarisation; further: potency means the concentration at half of the fitted maximal effect; % of control where 0% means no effect; many of its hits are not listed in these tables
ELG1 repair inh – inhibitors of ELG1-dependent DNA repair in HEK293T cells. HEK293T ELG1-luciferase reporter, luminescence, 16 h; DNA damage induced by 5-fluorouridine. Potency, µM (doses to about 46.1 µM), inactives show at the top dose activity change, negative = inhibition, most hits filed as inhibitors. hit rate 2.3% among 330,000. AID 504467; further: potency means the concentration at half of the fitted maximal effect; on the % scale 0 is the no-effect control and ±100 the full control effect; nearly all actives have a fitted effect of over 55% in size
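5-Fluorouridine DNA damage + compound/DMSO, 2,000 cells/well, 16 h, 37 °C/5% CO2. ONE-Glo, 30 min RT, luminescence. Readout = decrease in reporter signal.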
PKM2 activator – increases activity of human pyruvate kinase M2 | purified PKM2, Kinase-Glo ATP luminescence, activation; response scale: 0% is enzyme alone, no compound | hit rate 0.34% among 260,000 | Potency, µM (series often up to 57.5 µM), for the others: top-dose activation, actives largely listed as activators | P14618; further: potency means the concentration at half of the fitted maximal effect; on the % scale 0 is the no-effect control and ±100 the full control effect; nearly all actives have a fitted effect of over 55% in size
Target sequence (P14618 whole entry, looked up): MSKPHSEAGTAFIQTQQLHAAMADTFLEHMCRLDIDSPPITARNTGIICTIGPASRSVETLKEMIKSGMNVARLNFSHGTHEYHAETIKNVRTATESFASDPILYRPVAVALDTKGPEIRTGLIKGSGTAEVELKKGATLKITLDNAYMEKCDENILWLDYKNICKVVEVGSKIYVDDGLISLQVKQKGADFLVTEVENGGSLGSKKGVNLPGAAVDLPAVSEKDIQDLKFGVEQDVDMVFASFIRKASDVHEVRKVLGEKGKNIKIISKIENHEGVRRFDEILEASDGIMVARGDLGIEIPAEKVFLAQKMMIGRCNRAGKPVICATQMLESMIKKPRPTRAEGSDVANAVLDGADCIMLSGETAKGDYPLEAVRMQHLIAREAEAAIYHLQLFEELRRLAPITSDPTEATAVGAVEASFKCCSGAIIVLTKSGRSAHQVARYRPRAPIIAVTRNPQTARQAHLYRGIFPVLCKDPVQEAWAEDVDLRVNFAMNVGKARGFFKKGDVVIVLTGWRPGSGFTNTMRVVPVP
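hPK-M2, >95% pure; 0.1 mM ADP / 0.5 mM PEP final; imidazole pH7.2 buffer w/ 7 mM MgCl2, 50 mM KCl; 1 h RT; Kinase-Glo lum. Intermediate enzyme activity for dual inhibitor/activator qHTS.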
NPC1 prom act – activators of NPC1 promoter | Huh7 NPC1 promoter luciferase reporter, 24 h | Potency, µM (series often up to 9.22 µM), inactives show at the highest dose activation, actives largely listed as activators | hit rate 2.4% among 320,000 | AID 485313;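 further: potency means the concentration at half of the fitted maximal effect; % of control where 0% means no effect; nearly all actives have a fitted effect of over 60% in size; reporter is driven by a mutant NPC1 promoter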
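NPC1 promoter–luciferase Huh7 cells; 24 h compound; luminescence.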
Rab9 promoter act – Rab9 promoter activation; Huh7 Rab9 promoter-luciferase reporter, luminescence, 24 h; Potency, µM (highest dose often 9.22 µM), without a hit: top-dose activation, negative = inhibition, most hits filed as activators; hit rate 2.8% among 320,000; AID 485297; further: potency means the concentration at half of the fitted maximal effect; % of control where 0% means no effect; nearly all actives have a fitted effect of over 60% in size
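Luciferase signal after 10 min detection reagent at ambient indicates Rab9 promoter upregulation; stably transfected Huh7 cells were treated 24 h with compound in DMSO at 37 °C, 5% CO2.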
FLuc modulator – counter-screen for miR-21 project: firefly luciferase inhibitors or activators; hit rate 6.9% among 360,000; purified FLuc, Km substrates, luminescence inhibition; Potency, µM (highest dose often 57.5 µM), inactives show at the top dose activity change, negative = inhibition, hits mostly inhibitors;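 further: potency means the concentration at half of the fitted maximal effect; plate controls were vehicle for no effect and reference inhibitor for full effect; nearly all actives have a fitted effect of over 55% in size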
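Purified P. pyralis luciferase, 10 nM final, with Km-level 10 uM D-luciferin and 10 uM ATP in 50 mM Tris acetate pH 7.5, 10 mM Mg acetate, 0.01% Tween-20, 0.05% BSA; 6-point qHTS titration about 60 µM downward; luminescence read.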
MBNL1-CUG inh – blocks human MBNL1 binding to CUG repeat RNA; Q9NR56; TR-FRET MBNL1-His/biotin-(CUG)12 binding, 665/545 ratio; Potency, µM (series often up to 57.5 µM), for the others: top-dose activity change, negative = inhibition, hits mostly inhibitors; hit rate 0.036% among 280,000; active means well fitted inhibition curve with a large enough effect in the signal ratio, with a control signal flat, not every such curve was filed as active; inconclusive means small, poorly fitted or top-dose-only effect, or effect the other way, or a change in a side signal; inactive means no such curve, though single readings can be large or run the other way; the % refers to the signal ratio; further: potency means the concentration at half of the fitted maximal effect; on the % scale 0 is the no-effect control and ±100 the full control effect
Target sequence (Q9NR56 whole entry, looked up): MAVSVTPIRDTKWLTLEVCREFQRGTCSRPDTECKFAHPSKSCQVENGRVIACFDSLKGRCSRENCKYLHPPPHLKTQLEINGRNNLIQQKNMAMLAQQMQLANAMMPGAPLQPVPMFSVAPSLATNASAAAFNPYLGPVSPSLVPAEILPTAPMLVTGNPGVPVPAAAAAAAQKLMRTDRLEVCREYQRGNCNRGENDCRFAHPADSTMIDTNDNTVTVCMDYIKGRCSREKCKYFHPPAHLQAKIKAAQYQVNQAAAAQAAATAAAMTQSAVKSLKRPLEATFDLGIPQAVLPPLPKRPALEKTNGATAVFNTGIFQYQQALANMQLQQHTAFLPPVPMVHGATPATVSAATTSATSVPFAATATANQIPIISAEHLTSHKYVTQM
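Compound titration spanned 92 nM–58 uM against the MBNL1-His/biotin-(CUG)12 complex. After 60 min at room temperature with 5 nM streptavidin-XL665 and 0.055 ng/ul terbium anti-His, ratiometric 665/545 nm emission (Ex 340 nm) normalized to controls.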
RORg inh – blocks mouse ROR gamma transcriptional activity. P51450. Drosophila S2 Gal4-RORgamma UAS-luciferase reporter, 20 h. Potency, µM (series often up to 53.6 µM), for the others: at the top dose activity change, negative = inhibition, hits mostly inhibitors. hit rate 5.4% among 310,000; further: potency means the concentration at half of the fitted maximal effect; on the % scale 0 is the no-effect control and ±100 the full control effect; nearly all actives have a fitted effect of over 60% in size
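Schneider cells (Drosophila), stable Gal4 DBD–ROR gamma + UAS-luc; 1 hr cmpd preincubation; Cu2+ induction 700 uM final; 20 hr ambient; luminescence.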
VP16 counter – inhibits Gal4-VP16 luciferase reporter, ROR gamma counter-screen; Drosophila S2 Gal4-VP16 UAS-luciferase, luminescence, 20 h; Potency, µM (highest dose often 53.6 µM), inactives show top-dose activity, negative = inhibition, actives largely listed as inhibitors; hit rate 3.5% among 310,000;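 further: Gal4-VP16 expression switched on by copper sulfate through the metallothionein promoter; potency means the concentration at half of the fitted maximal effect; on the % scale 0 is the no-effect control and ±100 the full control effect; nearly all actives have a fitted effect of over 50% in size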
Mito fusion yeast – inhibitors of mitochondrial division or activators of mitochondrial fusion | AID 485298 | Potency, µM (doses to about 46.1 µM), inactives show at the top dose growth rescue (activation), usual class: activators | S. cerevisiae fusion-defective mutant growth rescue, CellTiterGlo 48 h | hit rate 0.23% among 320,000;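 further: potency means the concentration at half of the fitted maximal effect; % of control where 0% means no effect; nearly all actives have a fitted effect of over 45% in size; temperature-sensitive fusion mutants such as fzo1-1 at 37 °C on non-fermentable ethanol glycerol medium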
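Growth-rescue viability read-out: after 48 h at the non-permissive 37C in glycerol/ethanol YPEG, yeast mitochondrial fusion mutants are measured by CellTiterGlo luminescence; compounds (23 nl pinned per well) restoring growth score as division inhibitors or fusion activators.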
Active calls of the source: *; ? = inconclusive; . = not tested or not shown; & = joins results of further samples; [ ] = dose if it differs, or a comment. Unless noted, the call rests on the fitted dose curve; in most records, active means well fitted curve in the direction sought with a large enough effect; inconclusive means small, poorly fitted or top-dose-only effect, or another doubt; inactive means no such curve, though single readings can be large; an effect the other way counts as inactive or inconclusive. A portion of the library (hit frequency here may not be typical).

1) Cc1ccc(N/N=C(\C#N)C(=N)N2CCCCCC2)cc1
2) CCOC(=O)CCNC(=O)c1ccc2nc(C3CCCCC3)oc2c1
3) Cc1ccc(NC(=O)CN2CCCCC2)c2c1CC(C)(C)O2
4) COc1cc(/C=N/NC(=O)CC(=O)NC2CCCCC2)ccc1O
5) O=C(COc1ccc(-c2nnc(N3CCCCC3)c3ccccc23)cc1)N1CCCCC1
6) CCOC(=O)c1c(C)[nH]c(C(=O)C(C)OC(=O)c2ccc(NC(=O)CC#N)cc2)c1C (stereo unspecified)

Assay by compound	1	2	3	4	5	6
KCNH2 3.1 block	-3	23	5	-21	-15	-1
Menin MLL FP TR	19%	?	?	.	?	.
ELG1 repair inh	?	24%	-13%	-6%	15µM*	?
PKM2 activator	-11%	0%	10%	.	-26%	.
NPC1 prom act	0.5µM*	-1%	0%	1%	0%	-3%
Rab9 promoter act	0.79µM*	17%	10%	6%	-2%	-2%
FLuc modulator	2.7µM*	-4%	-21%	2%	?	7%
MBNL1-CUG inh	3%	-2%	-1%	8%	20%	.
RORg inh	4%	?	-18%	-2%	?	.
VP16 counter	11%	-5%	-1%	-2%	?	.
Mito fusion yeast	-5%	-1%	-1%	-14%	6%	4%

Overlap with the part before: four entries, followed by the next part.
3) Cc1ccc(NC(=O)CN2CCCCC2)c2c1CC(C)(C)O2
4) COc1cc(/C=N/NC(=O)CC(=O)NC2CCCCC2)ccc1O
5) O=C(COc1ccc(-c2nnc(N3CCCCC3)c3ccccc23)cc1)N1CCCCC1
6) CCOC(=O)c1c(C)[nH]c(C(=O)C(C)OC(=O)c2ccc(NC(=O)CC#N)cc2)c1C (stereo unspecified)
7) COc1cccc(CN2CCN(Cc3c(C)nn(C(C)C)c3C)CC2CCO)c1 (stereo unspecified)
8) CC1CCN(S(=O)(=O)c2ccc(NC(=O)c3ccco3)cc2)CC1
9) CCOC(=O)/C(C#N)=C/c1cc2ccccc2nc1Cl
10) O=C(Nc1nnc(Cc2ccccc2)s1)c1cccnc1
11) CC(C)(C)Sc1nc(O)cc(=O)[nH]1
12) CC1CCc2c(sc(NC(=O)COC(=O)c3ccccc3NCc3ccco3)c2C#N)C1 (stereo unspecified)

Assay by compound	3	4	5	6	7	8	9	10	11	12
KCNH2 3.1 block	5	-21	-15	-1	-2	-4	4	-6	8	3
Menin MLL FP TR	?	.	?	.	?	31%[activator]	-4%	-6%	35%[activator]	.
ELG1 repair inh	-13%	-6%	15µM*	?	-12%	-12%	0%	?	-13%	5%
PKM2 activator	10%	.	-26%	.	-3%	-1%	2%	0%	-1%	-1%
NPC1 prom act	0%	1%	0%	-3%	-2%	1%	1%	0%	2%	4%
Rab9 promoter act	10%	6%	-2%	-2%	-3%	1%	-2%	-5%	-4%	-2%
FLuc modulator	-21%	2%	?	7%	-2%	4%	-13%	?	2%	-4%
MBNL1-CUG inh	-1%	8%	20%	.	-25%	-6%	23%	-7%	-14%	-18%
RORg inh	-18%	-2%	?	.	-9%	33%	-22%	0%	10%	7%
VP16 counter	-1%	-2%	?	.	9%	-7%	1%	-17%	-1%	-2%
Mito fusion yeast	-1%	-14%	6%	4%	8%	5%	2%	13%	3%	6%

13) Cc1ccccc1-c1nc(CN2CCSCC2)c(C)o1
14) CCCCC(=O)Nc1c2c(nn1-c1ccc(C)cc1)CS(=O)(=O)C2
15) O=C(CCC1CCCC1)N1CCN(C2CCCC2)CC1
16) COc1ccc(CN2CCNC(=O)C2CC(=O)NCCC2=CCCCC2)cc1OC (stereo unspecified)
17) CN(C(=O)c1cnccn1)c1c(N)n(Cc2ccccc2)c(=O)[nH]c1=O
18) CCCS(=O)(=O)N1CCC(C(=O)NCc2ccco2)CC1

Assay by compound	13	14	15	16	17	18
KCNH2 3.1 block	1	-1	-9	3	2	3
Menin MLL FP TR	-2%	10%	-10%	-16%	.	14%
ELG1 repair inh	22%	-1%	16%	2%	15%	12%
PKM2 activator	3%	.	-1%	-13%	.	5%
NPC1 prom act	-3%	0%	-3%	-4%	-2%	-5%
Rab9 promoter act	11%	2%	4%	-3%	-1%	5%
FLuc modulator	-19%	-1%	2%	3%	-1%	5%
MBNL1-CUG inh	14%	-11%	4%	-2%	.	-2%
RORg inh	-18%	4%	34%	6%	.	1%
VP16 counter	3%	4%	15%	6%	.	-1%
Mito fusion yeast	-3%	11%	3%	-2%	-5%	0%

19) Cc1cc(NC(=O)c2ccc(Cl)cc2)c(C)cc1O
20) CCCCCNC(=O)CCn1c(=O)oc2ccccc21
21) COc1ccc(S(=O)(=O)NNC(=S)NCCc2ccccc2)c(OC)c1
22) O=C(N/N=C/c1cccnc1)c1sc2ccccc2c1Cl
23) CC(=O)Nc1nnc(Cc2ccccc2)s1
24) CCOC(=O)c1ccc(S(=O)(=O)Nc2ccccc2-c2nnn(CC)n2)cc1

Assay by compound	19	20	21	22	23	24
KCNH2 3.1 block	14	4	.	9	-1	3
Menin MLL FP TR	1%	2%	.	3%	5%	20%
ELG1 repair inh	?	13%	-4%	-1%	?	?
PKM2 activator	-1%	2%	-2%	0%	-2%	5%
NPC1 prom act	2%	-3%	-4%	0%	-15%	-2%
Rab9 promoter act	21%	5%	0%[1.84 µM]	11%	4%	-7%
FLuc modulator	24µM*	-2%	3%	19µM*	2%	2%
MBNL1-CUG inh	0%	6%	0%	?	-2%	-5%
RORg inh	-2%	-27%	?	13µM*	-3%	-26%
VP16 counter	-10%	-12%	?	25µM*	-3%	?
Mito fusion yeast	2%	-1%	-6%	-1%	5%	21%

25) COc1ccc(OC)c(NC(=S)NC(=O)c2ccc(Br)o2)c1
26) CN(Cc1cccc(F)c1)C(=O)CSc1nnc(C2CC2)n1C1CC1
27) Cc1nnc(SCCn2c(N3CCN(C)CC3)nc3c2c(=O)n(C)c(=O)n3C)s1
28) Cc1cc(NC(=O)/C(C#N)=C/c2ccc(-c3cccc(C(F)(F)F)c3)o2)n(-c2ccccc2)n1
29) O=C1/C(=C/c2ccc(O)c(O)c2)Oc2cc(O)ccc21
30) CC(C)NC(=O)Cn1cc(S(=O)(=O)N2CCCC2)c(S(=O)(=O)N2CCCC2)c1

Assay by compound	25	26	27	28	29	30
KCNH2 3.1 block	15	-4	-7	-13	-1	22
Menin MLL FP TR	.	.	11%	6%	.	7%
ELG1 repair inh	?	11%	-3%	?	?	21%
PKM2 activator	2%	.	-2%	-1%	2%	.
NPC1 prom act	9%	1%	-3%	2%	?	-3%
Rab9 promoter act	19%	-5%	13%	-6%	20%	0%
FLuc modulator	4%	4%	-1%	3%	15µM*	4%
MBNL1-CUG inh	49%[activator]	.	1%	.	?	-8%
RORg inh	4µM*	.	1%	-11%	-39%	-17%
VP16 counter	?	.	0%	?	-5%	4%
Mito fusion yeast	-1%	-2%	0%	-3%	8%	2%

31) N=C1C(c2nc3ccccc3s2)=C(O)CN1CCCO
32) CC(C)n1nnnc1SCC(=O)N1CCN(C(=O)c2ccco2)CC1
33) CC(=O)NC(Cc1ccc(F)c(F)c1)C(=O)NC1CCN(C(=O)c2ccc(Cl)cc2)CC1 (stereo unspecified)
34) CC(=O)N1CCOc2cc(S(=O)(=O)NC(C)c3ccccc3)c(Cl)cc21 (stereo unspecified)
35) O=C(Cn1cnc2c(oc3ccccc32)c1=O)NCc1ccco1

Assay by compound	31	32	33	34	35
KCNH2 3.1 block	2	4	11	-12	-7
Menin MLL FP TR	14%	8%	-30%	12%	-2%
ELG1 repair inh	22%	-10%	6%	12%	29%
PKM2 activator	5%	-4%	.	4%	2%
NPC1 prom act	2%	-4%	2%	-5%	1%
Rab9 promoter act	14%	-4%	3%	-6%	16%
FLuc modulator	-19%	1%	3%	2%&3%	-11%
MBNL1-CUG inh	0%	-6%	8%	0%	-4%
RORg inh	-1%	-32%	16%	16%	33%
VP16 counter	-7%	3%	4%	-18%	19%
Mito fusion yeast	-1%	3%	-4%	-2%	1%

Bioassay records deposited in PubChem by National Center for Advancing Translational Sciences (NCATS).
